# FN deposition inh = fibronectin deposition inhibition | AH1F fibroblasts, Alexa488-fibronectin deposition fluorescence, overnight | inhibition, % at 12.6 µM | hit rate 0.086% among 350,000;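 active = mean inhibition across replicates of 30% or more, regardless of how many single replicates reach that level; inconclusive = mean under 30% yet at least half of replicates reach 30%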;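 note: positive control wells lacked labelled fibronectin entirely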
#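 Material: AH1F fibroblast monolayer depositing Alexa488-labelled fibronectin into matrix / Amount: 10000 AH1F cells per well / Signal: fluorescence 485/525 nm / Medium: DMEM, 2% serum / Compound: single dose, pinned / Incubation: 1 h cell adhesion before compound, then overnight fibronectin incubation / Reagent: Alexa488-FN, 24 nM final / Read-out: inhibition of fibronectin deposition signal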
# EWS-Fli inh = blocks EWS/Fli oncoprotein-driven transcription; A673 NR0B1-luciferase reporter, viability-normalised; inhibition, % at 12.6 µM; hit rate 0.67% among 350,000; AID 651661;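 active = mean inhibition of at least 50% after viability correction, with every replicate also passing that limit; inconclusive = mean reaches 50% but only one of two replicates passes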;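 note: firefly luciferase signal divided by Alamar Blue viability fluorescence both relative to DMSO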
# RAD54 inh = RAD54 (human) branch migration inhibition | Q92698 | RAD54 Holliday junction branch migration, FAM/BHQ fluorescence | inhibition, % at 10.4 µM | hit rate 0.14% among 360,000;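 active = mean normalized replicate activity at least 40 and at least half of replicates scoring 40 or more; inconclusive = only one of the two criteria met; inactive = mean below 40 and under half of replicates reaching 40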;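 note: 0% = median of neutral control wells and 100% = median of positive control wells; inhibitors cause a drop in the FAM fluorescence signal; in these data hits start at about 50%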
# S100A4 inh HTS = blocks human S100A4 binding to myosin IIA peptide. P26447. hit rate 0.14% among 360,000. S100A4/TAMRA-MyoIIA peptide fluorescence polarization. inhibition, % at 10.7 µM;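 active = mean inhibition of at least 70% across replicates, with every replicate also reaching that level; inconclusive = mean inhibition reaches 70% but some replicates fall short; inactive = mean inhibition below 70%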
# Target sequence (P26447 whole entry, looked up): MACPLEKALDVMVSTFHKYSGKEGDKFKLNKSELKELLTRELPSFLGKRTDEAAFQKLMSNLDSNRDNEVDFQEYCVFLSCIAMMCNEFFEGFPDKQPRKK
#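 Test system – S100A4 monomer (human) · Compound – single-point compound testing · Schedule – 5 min incubation before reading · Probe or stimulus – TAMRA-labelled myosin IIA heavy-chain peptide probe, 5 nM · Benchmarks – neutral control DMSO, positive control TFP · Medium – Calcium-containing HEPES buffer, pH 7.2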
# E-sel inducer = E-selectin induction on HUVECs. P16581. HUVEC E-selectin immunofluorescence imaging; normalized: neutral wells 0, TNF-alpha wells 100. activation, % at 7.58 µM. hit rate 0.37% among 260,000;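 active = mean E-selectin-positive cell signal at least 10% of the positive control, reached in at least 60% of replicates, without over 20% cell loss; inconclusive = no rule given, readout overlaps actives, possibly toxicity-flagged; inactive = the rest, including those meeting only one limit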;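 note: in these data hits start at about 27%; measured in HUVEC primary endothelial cells; signal is the percent of cells scored E-selectin positive by PE staining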
#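 Test system: HUVEC; input: 3,000 HUVEC/well; measured by: immunofluorescence imaging; read-out: % PE-positive cells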
# esBAF inh = SWI/SNF esBAF complex inhibition; reporter increase, % at 12.5 µM; mouse ES cells, Bmi1-luciferase knock-in reporter, 24 h; 100% = twice the neutral-well signal; AID 602393; hit rate 2% among 350,000; in the data active = activation above about 40%; inconclusive = no clear call, values can overlap the other calls;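 note: 0% = median of the plate's neutral control wells and 100% = double that signal; a rise in the Bmi1 reporter signal indicates esBAF inhibition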
# RAD52 anneal inh = RAD52 (human) annealing inhibition; hit rate 0.46% among 360,000; P43351; recombinant RAD52 DNA annealing, FRET fluorescence; inhibition, % at 18.7 µM;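 active = every replicate showing at least 50% inhibition; inconclusive = mean inhibition at least 50% but not in every replicate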
# Target sequence (P43351 whole entry, looked up): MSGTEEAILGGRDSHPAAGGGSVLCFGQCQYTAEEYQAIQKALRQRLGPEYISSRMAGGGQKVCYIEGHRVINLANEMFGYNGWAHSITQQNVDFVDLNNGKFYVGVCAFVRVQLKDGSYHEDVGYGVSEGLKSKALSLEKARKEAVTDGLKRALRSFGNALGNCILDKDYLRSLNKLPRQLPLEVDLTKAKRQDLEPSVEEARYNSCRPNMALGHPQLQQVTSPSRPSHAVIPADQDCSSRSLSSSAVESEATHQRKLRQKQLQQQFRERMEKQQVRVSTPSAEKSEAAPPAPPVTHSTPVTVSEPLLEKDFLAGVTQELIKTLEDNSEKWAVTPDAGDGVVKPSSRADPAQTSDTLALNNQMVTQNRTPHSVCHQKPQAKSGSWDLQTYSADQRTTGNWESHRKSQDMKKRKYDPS
# Xi reactivation = X-chromosome reactivation activator; activation, % at 7.58 µM; XiGFP mouse fibroblasts, % GFP-positive cells imaging, 3 d; cells co-treated with 5-aza-dC sensitizer; scaled so ellipticine positive control = 100%; hit rate 0.055% among 360,000;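 active = mean normalized replicate activation at least 10% and every replicate at or above 10%; inconclusive = only one of the two criteria met; inactive = mean below 10% and not all replicates reach 10%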;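 note: 0% = median of on-plate neutral control wells and 100% = ellipticine 6 µM median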
#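 Material: XiGFP fibroblasts, SV40-immortalized. Buffer or medium: DMEM plus 5-aza-dC sensitizer. Compound: single concentration per compound, delivered by pin transfer. Times: 3 days compound exposure. Controls: ellipticine 6 µM.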
# * = called active by the depositor; ? = inconclusive; / = not tested or not shown; & = joins results of further samples.
SMILES,FN deposition inh,EWS-Fli inh,RAD54 inh,S100A4 inh HTS,E-sel inducer,esBAF inh,RAD52 anneal inh,Xi reactivation
CN1CCN(c2nc(-c3ccc(Cl)s3)cs2)CC1,4,-43,/,3,-0.4,-11,51*,0.0
CC(C)(C)c1ccc(C(=O)OCCN2CCCCC2)cc1,-13,6,-18,5,/,-4,4,0.1
COc1ccc(C(=O)O/N=C(\N)c2ccc(Cl)cc2)cc1,-2,-75,-5,4,16,?,-8,0.1
C/C(=N\Nc1nc2ccccc2s1)c1cccs1,10,31,9,-4,-0.2,-38,-21,0.0
O=C(NC(c1ccc(Cl)cc1)c1ccsc1)C1CCN(CCOc2ccc(Cl)cc2)CC1 (stereo unspecified),3,6,16,-7,0.0,-7,-4,0.0
C/C=C/c1cnc2c(c1)C(=O)N([C@@H](C)CO)C[C@@H](C)[C@@H](CN(C)S(=O)(=O)c1cccs1)O2,/,-13,5,-1,0.0,1,-2,0.3
CSc1nc(O)c(C(c2ccc(F)cc2)c2c(O)nc(SC)[nH]c2=O)c(=O)[nH]1,-12,-6,0,0,7.2,/,-11,-0.1
CCOC(=O)Cc1c(C)nc(SC)[nH]c1=O,8,2,/,3,/,/,-1,0.0
Cc1ccc(CN2CCN(Cc3ccncc3)CC2CCO)o1 (stereo unspecified),15,5,/,-3,1.6,-2,-10,-0.1
CCOC(=O)CSc1nnc(-c2ccc(OC)cc2)n1CC,3,/,-20,/,0.6,-5,/,/
O=C(O)c1cc(Nc2cc(Cl)c3nonc3c2[N+](=O)[O-])ccc1O,-1,-14,10,3,0.1,-1,-3,0.0
COC(=O)CSc1nnc(NC(=O)C2CC(=O)N(c3ccc(F)cc3)C2)s1 (stereo unspecified),/,0,3,-3,0.3,-6,-22,0.0
COc1ccc(CN2CC(C(=O)NCCC(C)C)CC2=O)cc1 (stereo unspecified),2,4,/,-4,-0.2,/,-6,0.0
CN1C(=O)c2cc(NC(=O)c3ccccc3F)ccc2OC[C@H]2O[C@H](CC(=O)NCc3ccc4c(c3)OCO4)CC[C@@H]21,10,-3,0,2,0.2,-2,8,0.2
COc1ccc(-c2cc(C)no2)cc1S(=O)(=O)Nc1ccccc1,7,37,1,-3,/,4,-16,0.4
CN(c1cccc(NS(=O)(=O)c2ccccc2)c1)S(C)(=O)=O,-1,8,/,3,/,/,-10,0.0
CCCNC(=O)N(C)C[C@@H]1Oc2ncc(Br)cc2C(=O)N([C@@H](C)CO)C[C@@H]1C,2,9,0,23,-0.3,-2,-12,-0.4
COc1ccc(NC(=O)Nc2ccc3c(c2)C(=O)N([C@H](C)CO)C[C@H](C)[C@H](CN(C)S(=O)(=O)c2ccc(C)cc2)OCCCC[C@H](C)O3)cc1,/,16,-3,-2,0.7,-3,-2,-0.7
O=C(O)c1ccc(-n2nc(C(F)(F)F)cc2-c2cccs2)cc1,7,12,-2,1,/,-7,1,0.0
COc1ccc(-c2[nH]ncc2N=Nc2ccccc2)cc1,10,34,/,8,/,/,-8,0.0
Cc1cc(Cl)ccc1C(=O)C1CCCN(C(=O)c2cnn(C(C)C)c2)C1 (stereo unspecified),26,/,0,-3,/,6,-4,-0.1
CN(C)S(=O)(=O)c1ccc(N2CCCC2)c(C(=O)Nc2ccccc2F)c1,-2,5,1,-3,/,-9,-8,0.2
Cc1ccc(S(=O)(=O)N(C)C[C@H]2Oc3c(NS(=O)(=O)c4cccs4)cccc3C(=O)N([C@H](C)CO)C[C@@H]2C)cc1,/,-10,-10,11,1.7,-4,-10,-1.0
Cc1ccc(N2CC(C(=O)Nc3ccc4c(c3)OCO4)CC2=O)cc1C (stereo unspecified),0,-3,10,-4,/,-1,-12,0.0
O=C(Oc1ccc(-c2ccccc2)cc1)C1C2CCCCC21 (stereo unspecified),1,-3,1,0,/,-4,-12,0.0
COC(=O)c1cc2c(s1)-c1ccccc1OC2,3,-1,4,3,0.0,36,2,0.2
Cc1nn(C2CCS(=O)(=O)C2)c(C)c1CN(C)C(=O)c1ccc(S(=O)(=O)N(C)C)cc1 (stereo unspecified),-6,2,3,5,0.3,-1,-10,-0.1
CCOCCCn1c(SCC(=O)Nc2oc(C)c3c(C)n[nH]c(=O)c23)nnc1-c1ccncc1,3,0,9,16,-0.1,/,-6,0.0
CCCCNC(=O)/C(=C/c1ccco1)NC(=O)c1ccco1,0,24,-1,-4,/,-2,-45,0.1
O=C(NC1CCCCCC1)C1CCN(C(=O)c2ccc(Cl)cc2)CC1,8,1,2,-11,/,2,-2,0.1

# Some of the entries so far, tab-delimited.
structure	FN deposition inh	EWS-Fli inh	RAD54 inh	S100A4 inh HTS	E-sel inducer	esBAF inh	RAD52 anneal inh	Xi reactivation
COC(=O)c1cc2c(s1)-c1ccccc1OC2	3	-1	4	3	0.0	36	2	0.2
Cc1nn(C2CCS(=O)(=O)C2)c(C)c1CN(C)C(=O)c1ccc(S(=O)(=O)N(C)C)cc1 (stereo unspecified)	-6	2	3	5	0.3	-1	-10	-0.1

# (cont.)
SMILES,FN deposition inh,EWS-Fli inh,RAD54 inh,S100A4 inh HTS,E-sel inducer,esBAF inh,RAD52 anneal inh,Xi reactivation
CC(C)[C@H](NC(=O)c1ccccc1)C(=O)OCC(=O)NCC1CCCO1 (stereo partly specified),-1,-7,-13,1,-0.4,-3,-5,0.2
CCn1cc(S(=O)(=O)c2ccc(C)cc2)c(=O)c2cc(F)c(N3CCN(C)CC3)cc21,2,-40,-2,-4,/,-5,-6,0.0
COc1ccc(OC)c(-c2csc3nnc(SCC(=O)Nc4ccc(NC(C)=O)cc4)n23)c1,/,6,0,-4,/,7,-8,/
O=C(Nc1cc(=O)[nH]c(=O)[nH]1)c1cccc(C(F)(F)F)c1,0,-2,1,-6,/,-1,-9,0.1
COCC#Cc1cnc2c(c1)C(=O)N([C@H](C)CO)C[C@@H](C)[C@@H](CN(C)C(=O)c1cccc(F)c1)O2,-9,-5,7,-14,0.1,-6,-3,-0.6
C[C@H](CO)N1C[C@H](C)[C@@H](CN(C)C(=O)Nc2cccc(F)c2)Oc2ncc(C3=CCCC3)cc2C1=O,-1,-4,-20,11,0.1,5,-15,0.0
COC(=O)c1cnc(Oc2ccc(NC(=O)NC(=O)c3c(OC)cccc3OC)cc2)cc1C(F)(F)F,-8,52*,/,-1,1.8,-4,-15,0.1
CCOC(=O)c1ccc(-c2c(-c3cc(OC)c(OC)c(OC)c3)noc2C)cc1F,-1,3,2,-1,0.1,/,-19,1.1
COc1ccc(S(=O)(=O)N(C)C[C@H]2OCCCC[C@H](C)Oc3ccc(NC(=O)Nc4cccc5ccccc45)cc3C(=O)N([C@@H](C)CO)C[C@@H]2C)cc1,/,0,-8,-6,0.8,-4,-3,0.2
CCCNC(=O)NC(=O)CSc1nncs1,-10,6,/,-9,/,/,-4,0.0
CS(=O)(=O)Oc1ccc(Br)c2cccnc12,3,-23,-6,1,0.0,-3,-4,0.2
CCOc1ccc(NC(=O)CC2C(=O)N(CC)C(=S)N2NC(=O)c2ccncc2)cc1 (stereo unspecified),8,4,/,1,/,/,1,0.5
C[C@@H]1C[C@H]2[C@@H]3C[C@H](F)C4=CC(=O)C=C[C@]4(C)[C@@]3(Cl)[C@@H](O)C[C@]2(C)[C@H]1C(=O)COC(=O)C(C)(C)C,-2,-4,-4,11,0.1,-3,-18,0.2
C[C@@H]1CN([C@@H](C)CO)C(=O)CCCn2nncc2CO[C@H]1CN(C)S(=O)(=O)c1ccc(Cl)cc1,10&-2,1&-1&6,-4&4&-5,-5&41&-4,-0.3&0.2,-6&0&-4,-6&8&-1,0.1&-0.1
CC(=O)Nc1cccc(NC(=S)Nc2cccc(Cl)c2Cl)c1,-4,11,/,-2,/,/,-4,-0.1
CCc1nn(CCCC(=O)NC2CCCCC2C)c(=O)c2cc3occc3n12 (stereo unspecified),-4,-4,11,-13,-1.0,7,-5,0.1
CC(C)(C)CC(=O)Nc1ccc(S(=O)(=O)NC2=NCCCCC2)cc1,-8,8,0,13,1.4,0,-3,0.2
O=C(/C=C/c1ccccc1)Nc1cc(NC(=O)/C=C/c2ccccc2)cc(C(=O)O)c1,-3,25,-3,-1,/,-6,-15,0.7
COc1ccccc1N=Nc1c(O)[nH]c2ccc(Br)cc12,3,17,-18,4,1.8,-2,-99,2.0
CCCC(=O)Nc1ccc(C(=O)COC(=O)c2cc(C)oc2C)cc1,6,-11,-9,-7,/,-7,-25,0.4
Cc1oc(C(N)=O)nc1-c1ccccc1,4,-2,/,0,/,/,-12,0.0
COc1cc(C(=O)N/N=C/c2ccc3c(c2)c2ccccc2n3C)ccc1O,/,/,8,8,1.3,5,-47,-0.1
COc1cc2c(cc1NC(=O)C(Cl)Cl)-c1ccc(NC(=O)C(Cl)Cl)cc1C2,7,23,/,-4,-1.0,/,-10,0.1
O=C(NCCN1CCOCC1)c1ccc2c(c1)N(Cc1ccccc1)C(=O)c1ccccc1S2,-9,/,1,-1,/,-1,-16,0.0
O=C(N[C@@H](Cc1ccc(O)cc1)C(=O)O)c1ccncc1,-5,16,-4,-13,-0.2,3,-18,0.0
CCN(CC)S(=O)(=O)c1ccc2nc(CCl)[nH]c2c1,3,4,2,-32,3.5,0,-17,0.1
CCOc1ccccc1CNC(=O)c1nn(C)c2c1CS(=O)(=O)c1ccccc1-2,23,4,1,-3,/,-3,-3,0.0
CCN(C(=O)CN1CCc2ccccc21)c1c(N)n(Cc2ccccc2)c(=O)[nH]c1=O,4,-2,/,-7,0.0,/,-27,0.2
C[C@@H]1CN([C@H](C)CO)C(=O)Cc2cc(NS(C)(=O)=O)ccc2O[C@@H]1CN(C)Cc1ccc(C(=O)Nc2ccccc2N)cc1,/,6,5,-14,-6.3,4,-24,-0.6
COc1ccc(CC(=O)N(C)CC(=O)Nc2cccc(F)c2)cc1S(=O)(=O)N1CCOCC1,2,3,-2,-1,0.0,-4,6,-0.1
COc1ccc(NC(=O)Nc2ccc3c(c2)C(=O)N([C@@H](C)CO)C[C@@H](C)[C@H](CN(C)C(=O)Nc2ccccc2)O3)cc1,/,2,-2,6,/,5,-6,-0.7
CC(=O)c1[nH]c(C)c(C(=O)N2CCCC(Nc3ccc(C(C)C)cc3)C2)c1C (stereo unspecified),3,/,-1,0,-0.3,-4,-9,0.3
CC(C)CN1CN(Cc2ccccc2)CNC1=S,2,0,/,3,/,/,-5,0.1
COc1ccc(CNCCCn2cnc(C(=O)Nc3ccc(C)c(C)c3)n2)cc1,2,-4,-2,-4,/,-3,-19,-0.2
CCN(Cc1ccccc1)C(=O)Cn1cc2c(n1)CCCC2,1,-1,0,4,0.5,-8,-1,0.1
C[C@H]1CN([C@@H](C)CO)C(=O)c2cc(NS(=O)(=O)c3ccc(Cl)cc3)ccc2O[C@@H]1CN(C)S(=O)(=O)c1cn(C)cn1,/,-9,2,4,-5.4,1,-6,-0.7
COc1ccc(-c2nc(CS(=O)CC(=O)NCc3cccnc3)c(C)o2)cc1 (stereo unspecified),-4,-7,-1,0,2.5,1,-15,0.0

# Compound activity (PubChem BioAssay)
